Cneo AK release = Cryptococcus neoformans lysis via adenylate kinase release; 0.2% of 360,000 active; lysis activity, % at 15 µM; C. neoformans lysis, adenylate kinase release luminescence, 4 h; normalised: neutral wells 0, clomiphene wells 100; AID 651654;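 active means mean lysis activity across replicates of at least 80%, whatever share of replicates individually reach that level; inactive means mean lysis activity below 80%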
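Material – log-phase Cryptococcus neoformans yeast cells · Input – 5 × 10^6 yeast cells/mL · Medium – fresh YPD growth medium · Doses – single compound concentration per well · Timing – static 4 h at 37 °C with compound, 1 h detection · Detection – adenylate kinase release luminescence · Read-out – signal increase indicating cell lysis · Control set – Clomiphene as positive lysis control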
PGC1a acetyl inh = modulators of PGC1a acetylation; inhibition, % at 15.6 µM; AID 651687; 0.17% of 350,000 active; U2OS PGC1a acetylation, AlphaScreen anti-acetyl-lysine; with virally co-expressed GCN5 acetyltransferase;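 active means every replicate shows inhibition of at least 40%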;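 further: 0% = neutral control wells and 100% = positive control wells; some results beyond the cut were filed as inactive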
Statin myotox sup = suppressors of simvastatin-induced myotoxicity in C2C12 myotubes; ATP luminescence, 48 h; scaled: DMSO 0, geranylgeraniol control 100; rescue of ATP level, % at 7.49 µM; 0.78% of 330,000 active;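 active means mean ATP rescue above about 67%, or every replicate alone reaching that limit, limit read from the data, passing the limit was not always enough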;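 further: myotubes were challenged with 10 µM simvastatin during compound exposure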
The depositor's hits bear a star. This is a subset. The share of hits here may be higher or lower than overall.

SMILES	Cneo AK release	PGC1a acetyl inh	Statin myotox sup
O=S(=O)(NCc1cccnc1)c1cccc2nsnc12	2	14	2
COc1cc(C(=O)Nc2ccc(O)cc2)ccc1OC(C)=O	1	7	-6
CSc1nnc2c3ccccc3n(Cc3ccccc3)c2n1	1	-9	-4
O=C(N1CCOCC1)N(Cc1ccco1)CC1CCCO1 (centres undefined)	1	8	-10
Cc1nnc(SCc2ccc(CC(=O)O)cc2)o1	-4	-6	-1
CC12CCC(C(=O)N3CCN(C(c4ccccc4)c4ccccc4)CC3)(OC1=O)C2(C)C (centres undefined)	1	3	0
CCOc1nc(C)ccc1-c1noc(-c2ccccn2)n1	1	10	-13
CC(C)CO/C(=N/S(=O)(=O)c1ccccc1)c1ccccc1	0	12	19
CCOC(=O)C(Oc1ccc(=O)n(-c2ccccc2)n1)C(C)=O (centres undefined)	0	10	0
COc1ccc(/C=C2\CCCC3C2=NN(C(=O)c2scnc2C)C3c2ccc(OC)c(OC)c2)cc1OC (centres undefined)	0	-1	-25
Cc1ccc(C)c(/C(O)=C2/C(=O)C(=O)N(CCN3CCOCC3)C2c2ccco2)c1 (centres undefined)	1	-3	13
Cc1ccc2c(c1)/C(=N/OC(=O)c1ccc(F)cc1)CCS2	-2	8	9
CCc1ccc(S(=O)(=O)/N=C2\C=C(Nc3ccc(O)cc3)C(=O)c3ccccc32)cc1	-2	63*	-773
CCc1ccc(NC(=S)Nc2cccc(OC)c2)cc1	-3	-11	-15
Cc1cc(NS(=O)(=O)c2ccc(NC(NC(=O)C(C(F)(F)F)C(F)(F)F)(C(F)(F)F)C(F)(F)F)cc2)no1	3	5	4
CCCOC(=O)c1ccc(NC(=O)C2CCCO2)cc1 (centres undefined)	-1	19	-1
CC(C)(C)NC(=O)COC(=O)c1cc(F)c(F)cc1Cl	0	15	24
COc1ccc(-c2oc(/N=C/N3CCOCC3)c(C#N)c2-c2ccc(OC)cc2)cc1	1	37	12
Cc1nnc(NCc2ccco2)s1	-3	5	-1
COc1cccc(N(C(=O)c2ccn[nH]2)C2(C(=O)Nc3c(C)cccc3C)CCCCC2)c1	-1	-3	11
CCOc1ccccc1OCC(=O)Nc1ccc(S(=O)(=O)Nc2nc(C)cc(C)n2)cc1	2	3	-26
CN(C)C(=O)c1ccc(NC(=O)c2cccnc2)cc1	1	-34	-11
O=c1[nH]c(NCc2ccco2)nnc1Cc1ccccc1Cl	1	-10	-14
CCn1c(CNC(=O)c2cccs2)nnc1SCC(=O)Nc1ccc(Cl)cc1	-3	4	6
Cc1cc(=O)cc(C)n1-c1ccccc1N1CCOCC1	-2	0	5
O=C(Nc1ccc(Cc2ccncc2)cc1)c1ccc(Cl)c([N+](=O)[O-])c1	-7	1	-3
CCOc1ccc(-c2nc(CSc3nncs3)cs2)cc1OC	0	-13	7
COC(=O)c1c(NC(=O)CN2CCN(Cc3ccc4c(c3)OCO4)CC2)sc(C)c1C	0	4	1
CC(=O)Nc1ccc(CN2CCN(c3cccc(C(F)(F)F)c3)CC2)cc1	0	-39	26
O=C(O)C(=Cc1ccccc1Cl)c1ccccc1	1	1	-1
CCC(C)(C)NC(=O)Cc1ccc(C)cc1	-2	9	-4
COc1ccc(NC(=O)c2cccs2)c([N+](=O)[O-])c1	2	0	7
COC(=O)CN(c1ccccc1)S(=O)(=O)c1ccc(F)cc1	-1	8	-6
CCc1cccc(NC(=O)Nc2cccs2)c1	-9	-11	-8
CCCOc1ccc(C(=O)NNC(=S)NC(=O)CC)cc1	2	3	10
Cc1cc(C)n2nc(SCc3ncc(-c4ccccc4)o3)nc2n1	-1	10	6
CCOc1ccc(-c2nc(C#N)c(NCC(C)C)o2)cc1	0	2	-4
CC(C)c1ccc(NC(=O)CCNS(=O)(=O)c2cccc3nonc23)cc1	0	-53	-1
Cc1ccc(-n2c(SCc3ccc(C#N)cc3)nnc2-c2ccccn2)cc1	0	7	-1
O=C1CCCN1c1ccc(S(=O)(=O)NCCOc2ccccc2)cc1	-1	-5	6

As entered above:
PGC1a acetyl inh with Cc1cc(NS(=O)(=O)c2ccc(NC(NC(=O)C(C(F)(F)F)C(F)(F)F)(C(F)(F)F)C(F)(F)F)cc2)no1 : 5
PGC1a acetyl inh with O=C1CCCN1c1ccc(S(=O)(=O)NCCOc2ccccc2)cc1 : -5

A second format for 2 compounds above:
| Molecule | Cneo AK release | PGC1a acetyl inh | Statin myotox sup |
| --- | --- | --- | --- |
| COC(=O)c1c(NC(=O)CN2CCN(Cc3ccc4c(c3)OCO4)CC2)sc(C)c1C | 0 | 4 | 1 |
| Cc1cc(C)n2nc(SCc3ncc(-c4ccccc4)o3)nc2n1 | -1 | 10 | 6 |

Remaining list, next part
SMILES	Cneo AK release	PGC1a acetyl inh	Statin myotox sup
CCCCOn1c(C)c(C(=O)OCC)c2c3no[n+]([O-])c3ccc21	0	-13	-10
Cc1ccc(S(=O)(=O)N2CCCC2C(=O)Oc2ccccc2)cc1 (centres undefined)	0	-3	-6
O=C(Cn1c(NCCO)nc2ccccc21)c1ccc(Cl)cc1	1	-16	-8
CC(C)Nc1oc(-c2cccc3ccccc23)nc1C#N	-2	-2	-41
CCSc1nnc(NC(=O)CCNS(=O)(=O)c2cc(Br)cnc2N)s1	0	0	6
Cc1cc(C)c(C)c(OCC(=O)NCc2nc(-c3ccccc3)no2)c1	6	-8	-3
COc1ccc(C(=O)CSc2n[nH]c(-c3ccco3)n2)cc1	6	-7	5
Cc1ccc(/C=C/C(=O)Nn2cnnc2)cc1	0	-23	11
Cc1onc(COc2ccccc2O)c1Br	13	-9	-10
COC(=O)c1sc(NC(=O)c2csc3c2CCCC3)nc1C	-3	-11	-20
O=C(c1ccccc1)c1ccc(OCCCN2CCCCC2)cc1	0	7	-9
Cc1c(NC(=O)C2CCCNC2=O)c(=O)n(-c2ccccc2)n1C (centres undefined)	1	9	3
C#CC1(O)CC(C)NCC1(C)CCC#N (centres undefined)	8	-4	3
Cc1cccc(NC(=O)c2ccccn2)c1C	4	1	-2
O=C1C=C(c2ccccc2)C[C@H](c2cccs2)[C@H]1n1cnc([N+](=O)[O-])c1	-1	5	137*
O=C(CCNc1n[nH]c(=O)[nH]c1=O)N1CCOCC1	-1	13	-5
CC(C)(C)C(=O)Nc1sc2c(c1C#N)CCCCC2	-3	-2	4
Cc1ccc(Nc2nc(C(=O)NCCCN3CCOCC3)cs2)cc1	-2	7	-11
COc1ccc(CNC(=O)Cc2cccs2)cc1	-4	33	4
Cc1cc(C)n(C(=O)CCC(=O)Nc2ccc(C)c(C)c2)n1	3	0	16
CCOC(=O)c1cnc(SCC(=O)Nc2cc(OC)ccc2OC)nc1N	0	-14	10
CC(C)c1ccc(NC(=O)C2CCCCC2C(=O)O)cc1 (centres undefined)	-2	15	4
CCCCC(=O)NCCc1ccc(S(N)(=O)=O)cc1	1	9	10
COc1cc(NC(=O)c2c3c(nc4ccccc24)CCC3)cc(OC)c1	1	-7	11
CCOC(=O)c1c(NC(=O)CC2SC(=NC)N(C)C2=O)sc(C)c1C (centres undefined)	1	-9	3
CN(C)S(=O)(=O)n1ccnc1	4	2	-3
COc1ccc(-n2c(=O)c3ccccc3n(CC(=O)NC3CCCC3)c2=O)cc1	1	-2	4
CCCCCc1nc2c(=O)[nH]c3ccccc3c2o1	-1	-3	-18
CC1CCN(S(=O)(=O)Cc2ccccc2Cl)CC1	-2	-1	-1
Cc1ccc(NS(=O)(=O)c2ccc3c(c2)c(=O)n(C)c(=O)n3C)cc1F	0	-14	-4
COC(=O)c1ccc(CSc2nc3ccccc3[nH]2)o1	-2	6	-8
O=C(NCc1ccco1)c1ccc2c(c1)C(=O)c1ccccc1-2	0	-11	-28
CC(=O)c1ccccc1OCCn1nnc(-c2ccc(C)cc2)n1	8	-8	-8
Cn1c(SCC(=O)Nc2ccc3c(c2)OCO3)nnc1-c1cnccn1	5	6	-3
COc1cccc(-c2cc(C(=O)Nc3nc4ccccc4s3)c3ccccc3n2)c1	2	-15	-10
Cc1cccc(-n2cnc(C(=O)Nc3cccnc3)c2)n1	-2	-2	-5
CCc1ccc(/C=C2\CN(CC)Cc3c2nc2ccccc2c3C(=O)O)cc1	2	-9	-9
CCN(C(=O)Cc1c(C(=O)O)[nH]c2ccccc12)c1cc(OC)ccc1OC	15	6	16
CC(C)(C)NC(=O)C[C@H]1C[C@H](C(=O)N2CCOCC2)[C@@]2(CCC3CCCC3)c3[nH]c4cc(-c5ccco5)ccc4c3CCN2C1=O	2	-5	7
COc1ccc(C(=O)Oc2ccc3oc(=O)sc3c2)cc1	0	-4	16
O=c1[nH]c2cc3c(cc2cc1CN(CCCO)Cc1nnnn1Cc1ccc(F)cc1)OCO3	1	-20	-1
CCc1ccccc1NC(=O)CN1C(=O)C2CCCN2c2ncc(Cl)cc21 (centres undefined)	1	-5	1
O=C(Nc1ccccc1-c1nc2ccccc2s1)c1ccc(Br)o1	1	7	-59
COc1ccc(/C=N/Nc2ccc([N+](=O)[O-])cc2)cc1Cn1cc([N+](=O)[O-])cn1	0	-28	-69
Cc1ccc(Cc2nnc3n(-c4ccccc4)nc(C(=O)c4ccccc4)n3c2=O)cc1	4	2	91*
COCc1nn2c(N)c(C#N)cnc2c1-c1ccccc1	-1	2	3
COc1ccc(NC(=O)c2ccccc2NC(=O)NC2CCCCC2)cc1	-2	-13	1
CCN(CC)C(=O)c1scc2c1OCCO2	0	11	120*
Cc1noc(C)c1C(=O)OCC(=O)c1c[nH]c2ccccc12	-3	1	5
CCC(Sc1nc2ccccc2s1)C(=O)Nc1cc(C)on1 (centres undefined)	0	2	5
OCc1cn(-c2ccccc2)nc1-c1ccco1	-1	14	0
CC(Sc1ccc(Cl)cc1)C(=O)NCC1CCCO1 (centres undefined)	1	11	-11
O=c1oc(-c2ccccc2F)nc2c1cnn2-c1ccccc1	-3	-8	14
CCCCn1nc(C(=O)N2CCc3ccccc32)c2ccccc2c1=O	1	3	10
CCCNC(=O)CSc1nc(-c2cccs2)cc(C(F)(F)F)n1	-2	-9	-8
CCC(Sc1nc2sc(C(=O)OC)c(C)c2c(=O)n1N)C(=O)N(CC)CC (centres undefined)	2	-12	-4
O=C(CC1N=C2c3ccccc3N=C(SCc3ccccc3Cl)N2C1=O)NCc1ccco1 (centres undefined)	1	8	-7
CC(=NCC1CCNCC1)C1=C(O)CC(C)(C)CC1=O	1	6	-4
CCOC(=O)C1=C(C)N(CCO)C(=O)NC1c1cccc(O)c1 (centres undefined)	23	-4	-4
O=C(CCCCCn1c(=O)[nH]c2ccsc2c1=O)NCc1ccc(F)cc1	-3	9	120*

(further entries)
SMILES	Cneo AK release	PGC1a acetyl inh	Statin myotox sup
Cc1ccc(Oc2ccc3c(c2)C(=O)N(c2cccc4cccnc24)C3=O)cc1	1	-8	0
CCN1CCN(CCNC(=O)c2cn(C(C)c3ccccc3F)nn2)CC1 (centres undefined)	-6	-11	3
O=C(CN1CCN(CC(=O)c2ccc(F)cc2)CC1)Nc1ccccc1Cl	1	0	-6
CC(C)(C)C1CCc2onc(C(=O)Nc3ccc(F)cc3F)c2C1 (centres undefined)	1	13	7
COc1ccc(CCNC(=O)C2CCN(S(=O)(=O)N3CC(C)CC(C)C3)CC2)cc1OC (centres undefined)	3	-1	-12
COC(=O)c1ccc(N2C(=O)CC(N(C)Cc3ccccc3)C2=O)cc1 (centres undefined)	-1	11	87*
COc1ccc(N2CCCn3c2nc2c3c(=O)n(CCc3ccccc3)c(=O)n2C)cc1	3	-12	-9
Nc1ncnc2c1ncn2[C@@H]1O[C@H](CNCc2cccn2-c2nccs2)[C@@H](O)[C@H]1O	1	5	-1
COc1ccc(NC(=O)CSc2nc(O)cc(=O)n2C)cc1	-1	19	2
COc1ccc(-n2cnc3cc(NCc4cccs4)ccc32)cc1	1	4	127*
CCC(C)NC(=O)NC(=O)N(C1CCCCC1)S(C)(=O)=O (centres undefined)	-2	7	-9
Cc1cccc(NS(=O)(=O)c2cc3c4c(c2)CCN4C(=O)CC3)c1C	0	0	9
O=C1Nc2ccccc2/C1=C\c1cccn1-c1ccc(OC(F)(F)F)cc1	1	19	3
COc1ccccc1C1Nc2cccc3cccc(c23)N1	1	7	21
CCCCCCCNC1=CC(=O)CC(c2ccco2)C1 (centres undefined)	-1	-10	-17
CCN1CCc2nc(NC(=O)c3ccc4c(c3)OCCO4)sc2C1	-8	-9	-3
CCOC(=O)c1ccc(NC(=O)C2C3C=CC(C3)C2C(=O)O)cc1 (centres undefined)	3	3	1
COc1ccc(CN2C[C@H]3CCCN3c3cc(Br)ccc3S2(=O)=O)cc1	1	-29	-48
O=C(C1CCCN(Cc2ccc3c(c2)OCO3)C1)N1CCCC1 (centres undefined)	1	-4	-4
CCCCN(CC)S(=O)(=O)c1ccc2c(c1)CCCN2C(C)=O	-1	-8	22

Quoted at random: four entries already listed
SMILES	Cneo AK release	PGC1a acetyl inh	Statin myotox sup
COc1ccc(N2CCCn3c2nc2c3c(=O)n(CCc3ccccc3)c(=O)n2C)cc1	3	-12	-9
COc1ccc(NC(=O)CSc2nc(O)cc(=O)n2C)cc1	-1	19	2
CCOC(=O)c1ccc(NC(=O)C2C3C=CC(C3)C2C(=O)O)cc1 (centres undefined)	3	3	1
CCC(C)NC(=O)NC(=O)N(C1CCCCC1)S(C)(=O)=O (centres undefined)	-2	7	-9
